# High-throughput results: PubChem BioAssay, several laboratories
# SUMO HTRF inh = inhibitors of in vitro SUMOylation cascade, primary screen, biochemical, HTRF, uHTS. SUMO-conjugating enzyme UBC9 (Homo sapiens), P63279. HTRF SUMOylation assay, SAE1/SAE2 + UBC9. inhibition, % at 35 µM. 290,000 compounds, 0.36% hits. AID 2006, 2009; in the data active = inhibition above about 50%, passing the limit was not always enough; note: strong numbers were not always called active
# Target sequence (P63279 whole entry, looked up): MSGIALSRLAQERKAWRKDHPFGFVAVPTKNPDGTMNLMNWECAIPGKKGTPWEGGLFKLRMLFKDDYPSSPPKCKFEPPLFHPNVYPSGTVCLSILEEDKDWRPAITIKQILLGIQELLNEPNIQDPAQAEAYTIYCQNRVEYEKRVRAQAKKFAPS
# CRFR2-BP antag = antagonists of CRF-BP/CRF-R2 complex, primary screen, cell-based, HEK293, calcium dye fluorescence, uHTS | CRF-induced calcium fluorescence | inhibition, % at 11.8 µM | 350,000 compounds, 0.59% hits;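 active = inhibition of the ligand-induced calcium signal above about 50% at the single tested concentration, limit read from the data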
# VIM-2 inhibitor = VIM-2 metallo-beta-lactamase inhibitors, primary screen, biochemical, epi-absorbance readout, Pseudomonas aeruginosa enzyme | purified VIM-2, nitrocefin hydrolysis, epi-absorbance fluorescence | inhibition, % at 5.6 µM | 290,000 compounds, 0.89% hits;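 active = inhibition above the mean of all tested compounds plus 3 SD, cutoff set per screening run, cut at about 7.5% in these data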;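 note: red hydrolysis product quenches plate fluorescence so inhibitors raise well fluorescence; 0% = enzyme with DMSO and 100% = DMSO without enzyme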
# p-CIP stab down = p/CIP-EGFP fusion destabilizers, primary screen, fluorescence, F442A cells; 16 h; decrease of EGFP signal, % at 10 µM; 290,000 compounds, 0.01% hits;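 active = EGFP signal decrease of at least 30% at 10 µM or well 3 SD below plate mean, unless failing retest; inactive = the rest, including hits failing retest or dose response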; note: some compounds called inactive have numbers as strong as hits; many of its hits are not listed in these tables
# NS3 helicase inh = inhibitors of HCV NS3 helicase, primary screen, biochemical, Cy5 molecular beacon fluorescence; NS3 helicase DNA unwinding; inhibition, % at 10.9 µM; 290,000 compounds, 0.56% hits;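 active = inhibition above the mean of all tested compounds plus 3 SD, set per campaign, cut at about 35% in these data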;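 note: 0% = DMSO wells and 100% = thioflavine S control wells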
#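 test system = hepatitis C virus NS3 helicase domain fragment enzyme | reagent = annealed dual-labelled DNA beacon duplex, ATP-started | times = 1 h at 25 °C | detection = Cy5 fluorescence, 0 and 60 min reads | read-out basis = percent inhibition from t60/t0 fluorescence ratio | control set = DMSO and thioflavine S | replication = one well per compound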
# IDE cell inh = human IDE inhibitors in live cells, primary screen, fluorescence polarization, HEK cells, FAbetaB substrate | Insulin-degrading enzyme (Homo sapiens), P14735 | FAbetaB cleavage | inhibition, % at 5.59 µM | 320,000 compounds, 0.41% hits;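 active = percent inhibition above the average of all tested compounds plus 3 SD, set per screening campaign, cut at about 16% in these data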;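 note: IDE supplied by intact live HEK cells; FP after avidin binding of uncleaved biotin substrate so inhibition keeps polarization high; 0% = DMSO wells and 100% = 60 µM reference IDE inhibitor Ii1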
# GalR3 antag = GalR3 antagonists in HEK293 cells, primary screen, cell-based, fluorescence readout; inhibition, % at 3 µM; HEK293 GalR3-CNG cAMP membrane potential fluorescence; galR3 body fused to GalR1 C-terminus; AID 651719, 2012; Galanin receptor type 3 (Homo sapiens), O60755; 360,000 compounds, 0.44% hits;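 active = inhibition above the screen-wide average plus 3 SD, cut at about 13% in these data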;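 note: forskolin and galanin both at EC90 stimulate the cells; cAMP rise reported by CNG channel membrane potential dye signal; 0% = forskolin plus galanin with DMSO and 100% = forskolin alone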
# Target sequence (O60755 1-299 limits assumed): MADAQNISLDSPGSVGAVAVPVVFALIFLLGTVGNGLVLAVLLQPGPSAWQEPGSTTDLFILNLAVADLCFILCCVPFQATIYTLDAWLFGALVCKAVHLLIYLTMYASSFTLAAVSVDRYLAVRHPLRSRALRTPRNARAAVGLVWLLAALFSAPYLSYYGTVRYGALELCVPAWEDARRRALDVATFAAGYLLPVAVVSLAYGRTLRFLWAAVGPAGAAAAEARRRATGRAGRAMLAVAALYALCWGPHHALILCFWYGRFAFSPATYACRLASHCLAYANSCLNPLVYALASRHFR
# IDE cell activ = human IDE activators in live cells, primary screen, fluorescence polarization, HEK cells, FAbeta-B substrate; 340,000 compounds, 0.073% hits; FAbeta-B cleavage; 0% vehicle, 100% cell-free pure enzyme wells; AID 493087, 2011; Insulin-degrading enzyme (Homo sapiens), P14735; activation, % at 5.96 µM;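 active = activation above the mean of all tested compounds plus 3 SD, set per screening campaign, cut at about 17% in these data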
# IMP-1 inh = IMP-1 metallo-beta-lactamase inhibitors, primary screen, biochemical, epi-absorbance readout, Pseudomonas aeruginosa enzyme; metallo-beta-lactamase IMP-1 (Pseudomonas aeruginosa); purified IMP-1, nitrocefin hydrolysis, epi-absorbance fluorescence; inhibition, % at 5.6 µM; 290,000 compounds, 0.45% hits; AID 1556, 2009;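 active = inhibition above the mean plus 3 SD of all compounds in the same screening run, cut at about 4.5% in these data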;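 note: 0% = IMP-1 with DMSO and 100% = DMSO wells lacking enzyme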
#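 Assay system: purified recombinant IMP-1 beta-lactamase. Input: IMP-1 0.2 nM before substrate addition. Buffer or medium: Zinc- and detergent-supplemented HEPES buffer, pH 7.1. Schedule: 25 °C, 15 min preincubation, 25 min reaction. Signal: Epi-absorbance fluorescence, 480 nm excitation, 530 nm emission. Evaluation: percent inhibition from optical density relative to buffer-blank wells.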
# Numbers without * were called inactive; nt = not tested or not shown.
SUMO HTRF inh	CRFR2-BP antag	VIM-2 inhibitor	p-CIP stab down	smiles	NS3 helicase inh	IDE cell inh	GalR3 antag	IDE cell activ	IMP-1 inh
20	11	0.4	-7	Cc1cccc(NC(=O)c2c(C)nc3ccccn23)c1	1	-6	-7	-4	-0.7
7	-1	-0.7	-12	C=CCNC(=O)N[C@@H](CCSC)C(=O)OC	3	0	-3	1	-2.8
nt	17	nt	nt	CC(=O)Nc1ccc(NC(=O)C(C)Sc2nnc(-c3ccc4c(c3)OCO4)o2)cc1 (stereo unspecified)	nt	-2	-3	1	nt
nt	20	nt	nt	CC(=O)Nc1cccc(NC(=O)CSc2nc(=O)n(Cc3ccncc3)c3c2CCC3)c1	nt	2	3	-4	nt
nt	-5	nt	nt	CCc1noc(C)c1C(=O)N1CCN(S(=O)(=O)c2ccc(C)cc2C)CC1	nt	3	-3	4	nt
18	-49	0.3	-5	CCC(=O)Nc1cc(C)c(NC(=O)c2ccccc2OC)cn1	-2	-1	-2	0	-2.8
22	0	0.7	-9	COc1ccccc1CNS(=O)(=O)c1c(C)nc2scc(C)n2c1=O	0	1	-7	4	-0.6
-23	0	-2.3	-10	Cc1ccccc1C(=O)N1CCC(C(=O)Nc2ccc(S(=O)(=O)N(C)C(C)C)cc2)CC1	-4	6	-6	-4	-1.4
11	30	0.0	-13	CS(=O)(=O)NN1C(=O)c2ccccc2NC1c1ccccc1F (stereo unspecified)	1	1	-7	0	-0.7
-18	22	-3.6	-1	COc1ccc(NC(=O)COC(=O)CCCOc2ccc(Cl)cc2Cl)cc1	-4	1	-3	-2	-2.3
19	9	-1.6	-7	COc1ccccc1CC(=O)Nc1ccc(Cl)cc1C(=O)O	4	7	-2	2	-1.1
6	-8	-2.8	-4	O=C(O)c1cccc(Nc2ccc([N+](=O)[O-])cn2)c1	0	1	-9	5	-2.7
0	-2	0.4	-6	Cc1ccc(NC(=O)Nc2ccon2)cc1	-5	nt	-3	2	-2.4
nt	-3	nt	nt	CCOc1ccccc1N1CCN(C(=O)c2ccc3nc(N)sc3c2)CC1	nt	0	0	1	nt
10	-5	0.2	-13	NS(=O)(=O)c1ccc(CCNC(=O)c2cc(-c3cccs3)nc3ccccc23)cc1	0	nt	-5	7	-1.7
-9	-7	-2.2	11	O=C(Nc1ccccc1C(F)(F)F)N1CCCCCC1	4	-2	-3	0	-3.1
13	-28	-2.2	-4	O=c1c2ccccc2nc(-c2ccco2)n1-c1nc2ccccc2s1	5	2	-5	4	-2.2
-26	26	-5.4	2	CCCCNC(=S)N=Nc1c(O)n(Cc2ccccc2)c2ccccc12	1	-1	-5	6	-1.8
-11	-6	-3.8	2	CC(C)(C)c1ccc(/C=N/OCC(=O)NCc2ccc(F)cc2)cc1	-5	-5	-4	4	-2.6
6	7	0.1	3	O=P(c1ccccc1)(c1ccccc1)C(O)c1ccncc1 (stereo unspecified)	-2	1	1	0	-1.1
nt	3	nt	nt	Cc1ccc(SCC(=O)OC(C)C(=O)NCc2ccccc2)cc1C (stereo unspecified)	nt	3	4	-1	nt
16	0	-3.7	-18	CNC(=O)NC(=O)CN1C(=O)NC2(CCOc3ccccc32)C1=O (stereo unspecified)	-1	6	-8	6	-3.1
0	17	-3.7	-1	O=C1CC(SC2=NCCS2)C(=O)N1c1ccc(Br)cc1 (stereo unspecified)	13	-4	-2	-3	1.2
-12	54*	-3.0	-28	C/C(=N\OCC(=O)Nc1ccc(F)c(F)c1F)c1cc2ccccc2o1	-4	1	-10	-2	-3.3
nt	6	nt	nt	CCOc1cc(N2CCOCC2)c(OCC)cc1NC(=O)CSc1nc(N)cc(=O)[nH]1	nt	2	-3	-2	nt
-23	21	-1.3	-1	O=c1[nH]n2c(=O)c3c([nH]c2c1N=Nc1cccc(C(F)(F)F)c1)CCCC3	64*	-9	-3	7	-3.0
17	18	-0.9	4	Cn1c(C(=O)N[C@@H](Cc2ccccc2)C(=O)O)cc2cc(Cl)ccc21	-15	1	-7	3	2.3
-1	7	-3.0	-5	Cc1ccc(N(CC(=O)NCCc2ccccc2)C(=O)CCC(=O)Nc2cc(C)ccn2)cc1	-4	4	-7	-1	-3.8
nt	3	nt	nt	O=C(NC1CCS(=O)(=O)C1)c1ccc2c(c1)OCO2 (stereo unspecified)	nt	2	-1	7	nt
nt	-3	nt	nt	O=C(CN1CCN(c2cccc(C(F)(F)F)c2)CC1)N(C1CCCC1)C1CCS(=O)(=O)C1 (stereo unspecified)	nt	0	-6	0	nt
29	-5	1.2	-19	CSc1nc2ccccc2n1C(=O)Oc1ccccc1	4	3	-4	3	-0.9
6	19	-4.3	4	Cc1cc(C(=O)NCCCn2ccnc2)cs1	24	-3	-5	5	-1.9
16	0	-2.4	-4	Cc1cc(C)c(NC(=O)CSc2nc3c(c(=O)n2C)SC(C)C3)c(C)c1 (stereo unspecified)	1	0	0	-1	-3.0
22	0	0.0	6	COc1ccc(OC)c(NC(=O)c2ccc(CN(c3cc(Cl)ccc3C)S(=O)(=O)c3ccccc3)cc2)c1	-4	1	2	3	-3.1
4	2	-2.7	5	Cc1ccc(C(C(=O)NC2CCCC2)N(C(=O)c2csnn2)c2ccccc2)o1 (stereo unspecified)	0	-1	-11	1	-1.5
6	4	-0.9	-3	CCOC(=O)CSc1nc(Nc2ccc3c(c2)OCO3)c2ccccc2n1	-14	0	1	1	0.9
8	-61	0.1	-8	Clc1ccc(CN=C(Nc2ccccc2)NC2CCCCC2)cc1	-34	-2	-10	0	-1.0
nt	11	nt	nt	O=S(=O)(c1ccc(Br)s1)N1CCN(CCc2ccccc2)CC1	nt	1	-7	2	nt
4	-7	11*	0	CCOC(=O)C1=C(C)Nc2sc(C(=O)c3ccc(OC)cc3)c(N)c2C1c1ccc(C(=O)OC)cc1 (stereo unspecified)	-6	-1	-1	-5	-2.9
5	15	-0.6	-4	O=C(O)CC(CC(=O)Nc1nncs1)c1ccccc1 (stereo unspecified)	-6	7	-4	5	-3.2
-1	-5	-3.2	-2	Cc1nc(Nc2cc(F)ccc2C)c2nnn(Cc3ccccc3)c2n1	-7	-3	-13	-1	-4.2
nt	-2	nt	nt	Cc1ccnc(NC(=O)C2CC(=O)N(Cc3ccccc3)C2)c1 (stereo unspecified)	nt	2	-2	8	nt
1	-5	-0.1	-24	O=c1c[n+]([O-])c2ccccc2n1OCc1c(F)cccc1F	-6	3	7	-1	-1.5
-2	-55	1.8	11	O=C(/C=C/c1ccccc1)c1ccc(NC2=NCCCS2)cc1	-28	12	-3	2	-0.2
-3	-2	-3.0	-1	Cc1ccccc1N(CC(=O)NCCc1ccccc1)C(=O)c1ccc(N2CCCC2)nc1	-7	2	-3	-3	2.1
19	-4	-3.7	-10	Cc1ccc2occ(/C=C/C(=O)c3ccccc3O)c(=O)c2c1	4	-5	2	6	-1.1
2	12	-2.4	2	CCc1nn2c(=O)cc(CSc3nc(C)cc(=O)[nH]3)nc2s1	5	-3	3	-4	-3.4
-2	3	-5.4	-17	Cc1ccc2c(c1)nnn2C1CCN(S(=O)(=O)c2ccc(C(=O)N3CC(C)CC(C)C3)cc2)CC1 (stereo unspecified)	-10	-7	-1	3	-2.7
-10	4	-2.1	6	O=C(Nc1ccc(C(=O)O)cc1)Nc1cccc([N+](=O)[O-])c1	0	5	2	-6	0.1
nt	3	nt	nt	Cc1ccc(NC(=O)Nc2ccccc2F)cc1S(=O)(=O)N1CCOCC1	nt	6	-2	4	nt

# Next part.
SUMO HTRF inh	CRFR2-BP antag	VIM-2 inhibitor	p-CIP stab down	smiles	NS3 helicase inh	IDE cell inh	GalR3 antag	IDE cell activ	IMP-1 inh
-3	39	-1.7	0	CCN(c1cccc(C)c1)C(C(=O)Nc1ccc(OC)cc1)c1cc2c(cc1[N+](=O)[O-])OCO2 (stereo unspecified)	-12	0	-6	4	-3.1
9	4	-1.0	-6	CCCn1c(CN2CCN(C(=O)OCC)CC2)nc2c1c(=O)n(C)c(=O)n2C	-3	4	nt	3	-0.3
-25	-19	-0.9	8	Cc1cc(C(F)(F)F)c(C#N)c(N2CCOCC2)n1	9	-3	3	4	-0.3
19	13	-4.3	-6	CC(C)c1cc(C(=O)O)n(-c2ccccc2)n1	3	-5	-1	6	-3.4
6	-6	-2.5	2	CCOc1ccc(NC(=O)CSc2nc3ccsc3c(=O)n2CCC(=O)O)cc1	-6	3	0	0	-0.9
nt	0	nt	nt	N#CC1(NC(=O)CSc2ccccn2)CCCCC1	nt	-1	0	3	nt
-1	2	-1.4	4	O=C(N=C1SC2CS(=O)(=O)CC2N1c1cc(Cl)ccc1Cl)C1CC1 (stereo unspecified)	8	5	2	4	-2.1
7	-8	-3.9	1	CCOC(=O)CSc1ccc(C(=O)Nc2ccc(OC)cc2)cn1	-4	-1	-15	5	-3.0
nt	-10	nt	nt	COc1cccc(NC(=O)CN(C)C(=O)c2ccc(-c3ccc(Cl)cc3)o2)c1	nt	0	-2	-2	nt
10	8	-1.4	-1	Cc1ccc(S(=O)(=O)N/N=C/c2ccc(C#N)cc2)cc1	-3	6	-11	4	-2.3
32	-12	-1.2	-4	COCCN(CCOC)Cc1c(O)ccc2c1O/C(=C\c1ccco1)C2=O	17	6	-9	0	0.9
0	0	-5.9	5	CCOC(=O)c1cc(C(=O)NN)c(C)nc1C	-5	2	-2	4	-1.8
10	0	-2.3	-3	O=C(COc1ccccc1)N(Cc1ccco1)c1ccc(O)cc1	-7	-5	3	0	-1.2
5	6	-4.6	-5	Cc1ccc(S(=O)(=O)NC(=O)NCc2ccc3c(c2)OCO3)cc1	18	8	-5	5	-1.7
-5	-19	-1.9	1	CCc1nnc(NC(=O)CSc2nnc(-c3c[nH]c4ccccc34)n2C)s1	10	2	-7	-6	-2.0
4	6	-4.1	22	Nc1cc(=O)[nH]c(SCc2cccc3ccccc23)n1	-6	1	-4	-7	-3.2
2	-4	-1.8	-9	O=C(N/N=C/c1cccnc1)c1cc2ccccc2o1	-8	-2	-3	2	-2.9
nt	2	nt	nt	CN(Cc1ccccc1N1CCCC1)C(=O)c1cc2cc(Cl)ccc2o1	nt	7	1	3	nt
-12	1	1.1	6	O=C(c1ccccc1F)N1CCN=C1SCc1cccnc1	2	2	1	-1	-1.0
